Screens deposited in PubChem by The Scripps Research Institute Molecular Screening Center.
MITF inh: human MITF inhibition, primary screen. O75030. 650,000 compounds, 0.91% hits. AlphaScreen MITF homodimerization, bead proximity signal. inhibition, % at 2.6 µM; in the data active = inhibition above about 50%;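 also: 0% = vehicle wells with protein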
GPR151 activ: activates the human receptor GPR151; AID 1508602; 650,000 compounds, 1% hits; activation, % at 11.2 µM; PathHunter beta-arrestin GPR151 cells, luminescence; Q8TDV0; in the data active = activation above about 4.9%;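 also: 0% = median of compound wells and 100% = cells with positive control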
Target sequence (Q8TDV0 whole entry, looked up): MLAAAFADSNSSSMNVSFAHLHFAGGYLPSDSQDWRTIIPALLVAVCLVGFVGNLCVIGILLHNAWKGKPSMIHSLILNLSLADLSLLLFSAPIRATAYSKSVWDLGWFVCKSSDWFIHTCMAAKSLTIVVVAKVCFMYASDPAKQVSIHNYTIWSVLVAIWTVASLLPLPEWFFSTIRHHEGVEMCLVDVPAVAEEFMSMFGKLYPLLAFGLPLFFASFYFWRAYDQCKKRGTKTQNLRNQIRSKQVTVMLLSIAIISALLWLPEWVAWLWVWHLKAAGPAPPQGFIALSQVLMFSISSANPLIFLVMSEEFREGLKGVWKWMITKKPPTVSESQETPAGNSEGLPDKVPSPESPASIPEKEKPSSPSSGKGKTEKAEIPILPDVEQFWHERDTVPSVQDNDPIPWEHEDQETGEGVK
FBW7 act: human FBW7 E3 ligase activation, primary screen | normalized activity (activation), % at 26.1 µM | AlphaScreen FBW7–phospho-cyclin E peptide binding, activator screen | AID 1259310 | 650,000 compounds, 0.13% hits; in the data active = normalized activity above about 1.9%;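 also: purified mutant Fbw7 with reduced substrate affinity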
Target sequence (Q969H0 whole entry, looked up): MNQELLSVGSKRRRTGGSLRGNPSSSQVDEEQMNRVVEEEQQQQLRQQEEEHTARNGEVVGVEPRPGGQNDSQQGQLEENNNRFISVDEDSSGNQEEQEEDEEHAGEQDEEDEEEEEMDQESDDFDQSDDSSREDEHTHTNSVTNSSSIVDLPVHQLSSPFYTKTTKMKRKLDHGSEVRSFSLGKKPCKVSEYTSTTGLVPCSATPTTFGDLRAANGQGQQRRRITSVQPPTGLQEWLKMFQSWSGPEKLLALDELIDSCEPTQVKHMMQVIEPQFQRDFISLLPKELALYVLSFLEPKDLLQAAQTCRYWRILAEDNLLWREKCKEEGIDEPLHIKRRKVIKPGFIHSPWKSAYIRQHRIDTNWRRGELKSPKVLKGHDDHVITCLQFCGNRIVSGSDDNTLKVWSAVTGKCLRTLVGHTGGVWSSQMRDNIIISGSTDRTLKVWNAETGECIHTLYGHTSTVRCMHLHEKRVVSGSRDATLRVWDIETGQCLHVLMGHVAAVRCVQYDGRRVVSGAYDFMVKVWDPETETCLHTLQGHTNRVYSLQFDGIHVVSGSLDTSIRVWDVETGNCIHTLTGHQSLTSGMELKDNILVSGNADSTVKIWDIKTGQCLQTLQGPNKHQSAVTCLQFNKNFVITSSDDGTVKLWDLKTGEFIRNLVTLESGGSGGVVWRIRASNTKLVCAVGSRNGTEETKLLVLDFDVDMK
TEAD-YAP block: TEAD-YAP interaction inhibition | HEK-TIYL cells, TEAD-Gal4/YAP UAS-luciferase luminescence | inhibition, % at 9.12 µM | 640,000 compounds, 1.4% hits; in the data active = inhibition above about 32%;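 also: 0% = median of test compound wells and 100% = reference inhibitor wells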
The depositor's hits bear a star; i = inactive.

SMILES | MITF inh | GPR151 activ | FBW7 act | TEAD-YAP block
Cc1ccc(C(=O)NCC(=O)OCC(=O)Nc2ccc3c(c2)OC(F)(F)O3)s1 | -2 | -0.2 | -0.1 | 1
COc1ccc(C)cc1NC(=O)c1oc2ccc(S(=O)(=O)N3CCCC3)cc2c1C | -4 | 1.7 | -0.2 | -1
CCCOc1ccc(C(O)(CC)C(CN2CCOCC2)c2ccccc2)cc1 (configuration not stated) | -2 | 2.2 | -0.1 | -3
O=C(Nc1ccc(Cl)cc1)OCc1cc(=O)c(O)co1 | -3 | 1.0 | 0.0 | -8
O=C(NCCc1ccccc1)c1ccc(CNc2c(NC3CCCC3)c(=O)c2=O)cc1 | -14 | 0.0 | -0.3 | -18
COc1cccc(SCC(=O)c2sc3ncnn3c2C)c1 | 11 | 1.0 | 0.1 | -4
Cn1c(=O)c2sccc2n2c(CCCC(=O)N3CCC(Cc4ccccc4)CC3)nnc12 | -5 | -0.8 | 0.0 | 9
O=C(CN1N=NC2C(=O)N(c3ccc(F)cc3)C(=O)C21)Nc1c(Cl)cccc1Cl (configuration not stated) | 6 | -0.3 | 0.3 | -8
O=C(Nc1cc(Cl)ccc1O)c1ccc2c(c1)C(=O)N(Cc1cccnc1)C2=O | 1 | 1.1 | 0.0 | 8
COc1ccc(-n2c(=O)[nH]c3nc(-c4cccc(C(=O)NCCO)c4)cnc32)cc1 | -4 | 1.6 | 0.1 | 2
O=C1CCCN1CCn1cnc2c(NCc3ccccc3)nc(Nc3ccc(C(F)(F)F)cc3)nc21 | 9 | 0.7 | 0.6 | 8
Cn1c(=O)c2ncn(CC(=O)Nc3ccc([N+](=O)[O-])cc3)c2n(C)c1=O | 28 | 0.5 | 1.0 | 8
O=C(Nc1ccc2c(c1)CN(C(=O)CCn1cncn1)CC2)C1CCCO1 (configuration not stated) | -2 | -0.5 | 0.2 | 2
Cc1ccc(-c2nc3ccccc3o2)cc1NC(=O)c1cccs1 | 4 | -2.0 | 0.0 | -16
Cc1ccc(CS(=O)(=O)CCC(=O)N2CCN(c3ccccc3)CC2)cc1 | 1 | 1.2 | -0.1 | -4
CCOC(=O)C1=C(C)NC(=O)NC1c1ccc(-c2cccc([N+](=O)[O-])c2)o1 (configuration not stated) | -3 | 0.6 | -0.2 | -5
CCCSc1nnc2c(n1)OC(c1ccc(N(C)C)cc1)Nc1ccc(Br)cc1-2 (configuration not stated) | 12 | -0.7 | 0.1 | -2
COc1ccccc1N1CCN(c2ncc(C(=O)Nc3ccc(F)c(Cl)c3)c3ccccc23)CC1 | -27 | 0.7 | 0.0 | 1
CN(CC(O)c1ccccc1)C(=O)CCc1nnc(CCCCc2ccccc2)o1 (configuration not stated) | -10 | -0.2 | -0.1 | -5
COc1ccc(N(CC(N)=O)S(=O)(=O)c2ccc(C)cc2)c(OC)c1 | -12 | 1.2 | -0.4 | 9
O=C(Cc1ccccc1)NNC(=O)c1ccc([N+](=O)[O-])cc1 | -1 | -1.2 | 0.8 | 0
COc1cccc(-n2cc(C(=O)NCCN(C)C)c3ccccc3c2=O)c1 | -5 | 0.4 | -0.1 | 0
O=C1CCCCC1Sc1nnc(Nc2ccccc2)s1 (configuration not stated) | 10 | -1.1 | 0.0 | -54
COc1cccc(/C=N/NC(=O)c2cccc(Cn3nc(C)cc3C)c2)c1O | 57* | -1.3 | 0.1 | 7
CC(CO)NC1CCN(c2ccc(NC(=O)c3ccccc3F)cc2)CC1 (configuration not stated) | 5 | 0.5 | 0.1 | -40
NNC(=O)c1nnn(Cc2ccccc2)c1N | -9 | -0.5 | -0.3 | -67
O=C(NCc1cccc(C(F)(F)F)c1)c1cccc(-c2ccccc2)n1 | -11 | 0.0 | 0.0 | -6
Cc1nn(CCCC(=O)Nc2ccc(F)cc2F)c(C)c1[N+](=O)[O-] | 16 | 0.5 | 0.9 | -13
Cc1cccc(NC(=O)COC(=O)c2nc3nc(C)cc(C)n3n2)c1 | 6 | -1.4 | 0.0 | 10
CCOC(=O)N1CCC(NC(=O)C2CC23CCN(C(=O)CC2=CCCCC2)CC3)CC1 (configuration not stated) | -6 | -0.9 | 0.1 | -2
COCCCN1C(=O)C(=O)/C(=C(\O)c2ccc(C)cc2)C1c1cccc([N+](=O)[O-])c1 (configuration not stated) | 8 | -1.4 | 1.1 | -1
COc1ccc(NC(=O)c2sc3ncnc(N4CCN(c5ccccc5)CC4)c3c2C)c(OC)c1 | 2 | 1.2 | -0.3 | -6
CCOC(=O)c1cc2cc(-c3c(C)oc4cc(OCC)ccc4c3=O)ccc2o1 | 5 | 0.5 | -0.1 | -4
CC1CN(CC(=O)NCc2ccc(-n3cccn3)cc2)Cc2cc(Cl)ccc2O1 (configuration not stated) | 4 | -1.3 | -0.1 | 9
CC1(C)O[C@H]2[C@@H](O1)[C@@H](C(=O)Nc1ccccc1O)O[C@@H]1OC(C)(C)O[C@@H]12 | 9 | -0.3 | 0.0 | -3
CCN(c1ccccc1)S(=O)(=O)c1ccc2[nH]cc(C(=O)NC3CCCCCC3)c(=O)c2c1 | -1 | 1.6 | 0.0 | -7
COC(=O)c1cnn2c1NCN(CCc1ccc(OC)c(OC)c1)C2 | 19 | -0.5 | 1.2 | -4
Cc1ccc(Nc2nc(N)nc(C(F)(F)F)n2)c(C)c1 | -13 | 1.7 | 0.1 | -42
Cc1cc(C)n(CC(C)O)c(=O)c1C#N (configuration not stated) | -2 | 0.8 | -0.1 | -11
c1nc(N2CCC3(CC2)OCCO3)c2[nH]cnc2n1 | 4 | -2.1 | 0.2 | -5
Cc1cccc(NCc2c(C)[nH]c3ccccc3c2=O)c1 | 14 | 1.4 | 0.2 | -5
O=C(N/N=C/c1ccc(O)cc1O)c1cc[n+](Cc2ccccc2)cc1 | -105 | 0.2 | 0.1 | -3
CCNc1oc(COc2ccccc2C)nc1C#N | 15 | 0.4 | 0.1 | -33
COc1ccc(Nc2nnc(Cc3ccccc3)c(=O)[nH]2)c(OC)c1 | -4 | -0.5 | 0.0 | 4
C=C(C)CCC(C)N1CCC(Oc2cccc(C(=O)N(C)CCN(C)C)c2)CC1 (configuration not stated) | 7 | -1.0 | 0.4 | 2
Cc1ccnc(NS(=O)(=O)c2ccc(NC(=O)C(Cl)Cl)cc2)n1 | -15 | -0.6 | 0.1 | 7
CC(C)(C)NCCOCCOc1ccc(I)cc1 | 41 | 1.8 | -0.1 | 1
O=C(Nc1ccccc1Cl)c1ccc(F)c(S(=O)(=O)N2CCN(c3ccccc3F)CC2)c1 | 1 | 2.0 | 0.0 | -2
CCOC(=O)C1=CN(Cc2ccc(F)cc2)C=C(C(=O)OCC)C1c1ccc2c(c1)OCO2 | -11 | -0.7 | 1.4 | 16
CN(Cc1ccccc1)S(=O)(=O)c1ccc(F)c(C(=O)Nc2cccc(F)c2)c1 | 20 | -0.3 | 0.4 | -2
O=C(Cc1cccc2ccccc12)N1CCOCC1 | 1 | 0.5 | 0.0 | -5
O=C(CN(CCc1ccccc1)S(=O)(=O)c1ccccc1)Nc1ccc(Br)cc1 | -1 | -0.1 | -0.1 | 0
COc1cc(CO)cc(-c2cc(CO)cc(OC)c2OC)c1OC | -8 | -0.2 | 0.0 | 8
CC12CCC(C/C1=N\N=C1/NC(=O)C(CC(=O)NC(N)=O)S1)C2(C)C (configuration not stated) | -3 | 0.6 | 0.0 | 6
CC(=O)N1CCSc2cc(S(=O)(=O)Nc3c(C)cc(C)cc3C)ccc21 | -16 | -0.2 | 0.2 | -7
CCn1cnc2sc(C(=O)N3CCN(c4ccccc4F)CC3)c(C)c2c1=O | 4 | -1.2 | 0.0 | -1
O=C(Cc1ccc(Br)cc1)OCC(=O)N1CCCCCC1 | -5 | 0.9 | 0.0 | 4
COc1cccc2c1OC1(CCN(C(=O)c3ccc4ccccc4n3)CC1)OC2 | 2 | -0.6 | -0.2 | 5
OC1COC(Oc2ccc(Br)cc2)C(O)C1O (configuration not stated) | 19 | -0.8 | 0.4 | -9
O=C(NCC1C2CC3CC(C2)CC1C3)c1ccc(CN2CCC[C@H]2CO)[nH]c1=O (some centres not stated) | -10 | -0.4 | 0.1 | -3

Part of the list above, reduced to GPR151 activ.
| mol | GPR151 activ |
| --- | --- |
| CCOC(=O)C1=CN(Cc2ccc(F)cc2)C=C(C(=O)OCC)C1c1ccc2c(c1)OCO2 | -0.7 |
| OC1COC(Oc2ccc(Br)cc2)C(O)C1O (configuration not stated) | -0.8 |
| O=C(CN(CCc1ccccc1)S(=O)(=O)c1ccccc1)Nc1ccc(Br)cc1 | -0.1 |
| Cc1cccc(NCc2c(C)[nH]c3ccccc3c2=O)c1 | 1.4 |
| CC(C)(C)NCCOCCOc1ccc(I)cc1 | 1.8 |

Further compounds.
SMILES | MITF inh | GPR151 activ | FBW7 act | TEAD-YAP block
O=C(O)CCSc1nnc(Cc2ccc3c(c2)OCO3)o1 | -10 | -0.2 | 0.1 | 4
CC1CC1C(=O)OCC(=O)c1ccc(Br)cc1 (configuration not stated) | -8 | -0.1 | 0.1 | -37
COc1ccc(S(=O)(=O)NCC(c2ccc3c(c2)CCCN3C)N2CCCCC2)c(OC)c1 (configuration not stated) | 1 | 0.6 | -0.1 | 1
N#CC1(C#N)[C@H](c2ccccc2)[C@@H](C(=O)c2ccc(Cl)cc2)N2c3ccc(Cl)cc3C=C[C@@H]21 | 9 | 1.2 | -0.1 | -17
Cc1ccc(S(=O)(=O)N2CCc3ccccc32)cc1C(N)=O | 10 | 0.6 | 0.0 | 3
Cc1cc(C)c2c(c1)c(-c1ccccc1)c(-c1ccccc1)n2CC(O)Cn1nc(C)cc1C (configuration not stated) | i | 0.4 | -0.4 | 5
CC1CCN(S(=O)(=O)c2ccc3[nH]c(=O)oc3c2)CC1 | 0 | 0.0 | 0.0 | 5
COc1ccc(C)cc1NS(=O)(=O)c1cc(Br)cc2c1N(C(C)=O)CC2 | 10 | 0.1 | 0.0 | 2
CCOc1ccc(-c2csc(NC(=O)c3ccc(S(=O)(=O)N4CCc5ccccc5C4)cc3)n2)cc1 | 13 | -0.7 | 0.4 | -6
NC(=O)C1CCN(S(=O)(=O)c2ccc3[nH]cc(C(=O)N4CCc5ccccc54)c(=O)c3c2)CC1 | -4 | 0.2 | -0.1 | 6
Cn1nccc1Nc1ccc(-n2cc(CC(=O)NCc3cccc(C(F)(F)F)c3)c3ccccc32)nn1 | 16 | -2.1 | 0.4 | -5
COc1ccc(NC(=O)c2ccc3c(SCC(=O)O)c4c(nc3c2)CCC4)c(OC)c1 | 11 | 1.4 | -0.1 | 7
Cc1cc(C)nc(-c2cccc3c2OC(CNC(=O)/C=C/c2ccncc2)C3)n1 (configuration not stated) | -16 | -0.6 | -0.2 | -5
CCCCCCOc1ccc(NC(=O)c2cccc(C(=O)OCC)n2)cc1 | -16 | -0.4 | 0.2 | -10
CCN(CC)S(=O)(=O)c1ccc2[nH]cc(C(=O)N3CCCC3)c(=O)c2c1 | 6 | 0.8 | 0.2 | -2
CCOC(=O)c1ccc(NC(=O)CCc2nc3cccnc3n2-c2ccccc2)cc1 | 12 | -0.5 | 0.6 | 6
O=C(NCc1cccc(F)c1)C1CC2CCCN2C12C(=O)Nc1ccccc12 (configuration not stated) | 3 | 3.9 | 0.2 | 7
O=C1CSC(c2ccc(Cl)cc2)N1c1ccc(Br)cn1 (configuration not stated) | 5 | -0.5 | -0.2 | -14
OC(CNCC1(c2ccccc2)CCCC1)COc1ccccc1 (configuration not stated) | 36 | 0.3 | -0.1 | 6
CC(C)CC(=O)N1CCN(C(=O)c2cccs2)CC1 | 7 | -0.7 | 0.1 | 6
Fc1ccccc1Cn1nnc(-c2ccccc2)n1 | -8 | 1.3 | 0.1 | -47
CCOc1ccccc1C(=O)N(c1ccccc1)C1C=CS(=O)(=O)C1 (configuration not stated) | 14 | 0.7 | 0.2 | 6
OC(COc1ccccc1-c1ccccc1)CN1CCCCCC1 (configuration not stated) | 8 | -0.3 | -0.1 | 7
O=Cc1cc(Br)ccc1OCC(=O)NCc1ccccc1 | 12 | 2.6 | -0.1 | 7
CCOC(=O)N1CCC(n2c(SCC(=O)Nc3ccc(C)c(Cl)c3)nc3ccccc3c2=O)CC1 | 7 | -0.7 | 0.2 | 16
Cc1cc(C)nc(-n2nc(-c3ccco3)cc2C(=O)O)n1 | -14 | -0.1 | -0.1 | -1
COc1ccc(N=C2NC(=O)/C(=C/c3cccnc3)S2)cc1 | 23 | -0.1 | -0.1 | 4
CCc1ccc(C(=O)Nn2c(-c3ccc(C)c(C)c3)nc3ccccc3c2=O)cc1 | 5 | 1.1 | -0.1 | 9
CCSc1nnc2c(n1)OC(CC)Nc1ccccc1-2 (configuration not stated) | 14 | -1.3 | 0.3 | -7
COCCN1CCCc2ccc(NC(=O)c3ccc(Br)o3)cc21 | 8 | -1.4 | -0.2 | -42
CN(C)/C(=N\S(=O)(=O)c1ccccc1)c1ccc([N+](=O)[O-])cc1 | -6 | 1.7 | 0.1 | -3

Of the compounds above, six have a nitro group on carbon:
SMILES | MITF inh | GPR151 activ | FBW7 act | TEAD-YAP block
Cn1c(=O)c2ncn(CC(=O)Nc3ccc([N+](=O)[O-])cc3)c2n(C)c1=O | 28 | 0.5 | 1.0 | 8
CCOC(=O)C1=C(C)NC(=O)NC1c1ccc(-c2cccc([N+](=O)[O-])c2)o1 (configuration not stated) | -3 | 0.6 | -0.2 | -5
O=C(Cc1ccccc1)NNC(=O)c1ccc([N+](=O)[O-])cc1 | -1 | -1.2 | 0.8 | 0
Cc1nn(CCCC(=O)Nc2ccc(F)cc2F)c(C)c1[N+](=O)[O-] | 16 | 0.5 | 0.9 | -13
COCCCN1C(=O)C(=O)/C(=C(\O)c2ccc(C)cc2)C1c1cccc([N+](=O)[O-])c1 (configuration not stated) | 8 | -1.4 | 1.1 | -1
CN(C)/C(=N\S(=O)(=O)c1ccccc1)c1ccc([N+](=O)[O-])cc1 | -6 | 1.7 | 0.1 | -3
